# From PubChem
# KCNH2 3.1 inh – KCNH2 3.1 (human) potassium channel inhibition. U2OS KCNH2 3.1, thallium flux FluxOr; hits give low values. activity change, % (tested at about 1.8 µM). 340,000 tested, 0.95% active;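 active means maximum activity change below -70%; inconclusive means maximum activity change from -70% to -50%; inactive means maximum activity change above -50%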;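 further: thallium influx rate constant from kinetic fluorescence after stimulation buffer; on the % scale 0 is the no-effect control and ±100 the full control effect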
#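 Thallium flux read-out: FluxOr dye with Red40 quencher in HBSS/HEPES, 45 min at RT. Rate constants from kinetic reads were normalized to positive and negative DMSO controls. Cells: U2OS virally expressing the 3.1 isoform.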
# A-T KAP1 phos – potential ataxia-telangiectasia treatments restoring KAP-1 phosphorylation. […] A-T fibroblasts, KAP-1 phosphorylation AlphaLISA; neocarzinostatin DNA damage 30 min before lysis. Potency, µM (series often up to 57.5 µM), for the others: at the top dose activation, actives largely listed as activators. 320,000 tested, 0.19% active. AID 485349; further: potency means the concentration at half of the fitted maximal effect; % of control where 0% means no effect; nearly all actives have a fitted effect of over 45% in size
#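 ATM-like activity read as KAP-1 phosphorylation via AlphaLISA donor/acceptor antibody pairs after lysis and 6 hr at 25C. Cells were ATM-null patient fibroblasts ([…], hTERT), dosed 60 min, then exposed to the DSB inducer NCS for 30 min.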
# KCNH2 WT inh – inhibitors of human wildtype KCNH2 potassium channel; 340,000 tested, 0.37% active; AID 720551; Q12809; activity change, % at 1.84 µM; U2OS, BacMam KCNH2, thallium flux FluxOr; hits give low values;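 active means maximum activity change below -70%; inconclusive means maximum activity change between -70% and -50%; inactive means maximum activity change above -50%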; further: on the % scale 0 is the no-effect control and ±100 the full control effect
#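 U2OS cells were transduced with wild-type KCNH2 virus (2.03 x 10^8 / mL) for 4 h at room temperature, then cultured overnight at 37 C. Thallium flux was read with FluxOr dye. Rate constants were normalized to DMSO controls.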
# Eya2 phos inh – inhibitors of human Eya2 phosphatase activity; recombinant Eya2, OMFP fluorescence dephosphorylation (OMFP is methylfluorescein phosphate); Potency, µM (titrated, usually from 76.9 µM), inactives show at the top dose activity, negative = inhibition, most hits filed as inhibitors; 330,000 tested, 0.006% active; AID 488837; further: potency means the concentration at half of the fitted maximal effect; on the % scale 0 is the no-effect control and ±100 the full control effect
# Target sequence (O00167 whole entry, looked up): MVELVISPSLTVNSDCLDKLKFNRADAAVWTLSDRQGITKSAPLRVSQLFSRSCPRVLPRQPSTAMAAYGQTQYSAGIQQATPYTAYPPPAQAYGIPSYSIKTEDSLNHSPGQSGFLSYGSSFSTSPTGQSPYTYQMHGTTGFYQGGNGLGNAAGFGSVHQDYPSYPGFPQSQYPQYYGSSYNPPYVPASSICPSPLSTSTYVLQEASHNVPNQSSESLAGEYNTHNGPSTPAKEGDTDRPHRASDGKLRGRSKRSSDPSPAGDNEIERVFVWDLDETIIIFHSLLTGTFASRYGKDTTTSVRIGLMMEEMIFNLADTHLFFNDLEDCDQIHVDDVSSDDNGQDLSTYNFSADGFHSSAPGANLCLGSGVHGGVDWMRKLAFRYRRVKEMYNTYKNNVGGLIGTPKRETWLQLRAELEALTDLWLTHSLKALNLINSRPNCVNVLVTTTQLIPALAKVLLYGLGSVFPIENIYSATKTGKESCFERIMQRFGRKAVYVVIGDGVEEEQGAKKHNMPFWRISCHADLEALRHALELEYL
#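 Eya2 (0.2 uM) preincubated 10 min at ambient with compound, then OMFP substrate added at 50 uM; 10 min reaction in 50 mM HEPES pH 7.5, 50 mM NaCl, 5 uM MgCl2, 0.05% BSA, 1 mM DTT. Fluorescence read at Ex 485/Em 525 nm.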
# TRPV1 ag – activates the human vanilloid receptor TRPV1; Q8NER1; TRPV1-expressing cells, Fluo-8 calcium influx, agonist mode; activation, % at 8.33 µM; 320,000 tested, 0.19% active; in the data active means activation above about 80%; inconclusive means between about 30% and that limit; further: 0% is about no effect
#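 Cells expressing TRPV1 were dye-loaded with Fluo-8 and read kinetically: 10 s baseline, 3 min after compound (agonist portion), then 2 min after EC20 capsaicin (allosteric enhancer portion). Calcium-bound dye fluorescence at 480/520 nm.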
# USP2a inh – inhibitors of human ubiquitin-specific protease USP2a; O75604; USP2 core, Ub-CHOP2 coupled fluorogenic reporter, 485/531; Potency, µM (titrated, usually from 38.3 µM), for the others: at the top dose activity change, negative = inhibition, actives largely listed as inhibitors; 330,000 tested, 0.01% active;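 further: potency means the concentration at half of the fitted maximal effect; plate controls were DMSO wells for no effect and full inhibition by NEM control for full effect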
#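 Cell-free coupled assay: 10nM USP2 core preincubated 30min RT with compound in Tris-HCl pH 8.0/CaCl2/CHAPS buffer, then 25nM Ub-CHOP2 and 25nM reporter substrate; fluorescence (Ex 485/Em 531) read after 60min RT, normalized to NEM inhibition, concentration-response curves fitted.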
# TCR act – activates T cell receptor signaling | AID 504894 | 330,000 tested, under 10 active | Potency, µM (series often up to 9.22 µM), for inactives: at the top dose activation of IL-2 secretion, most hits filed as activators | primary human leukocytes, anti-CD3, IL-2 HTRF, 48 h; further: % of control where 0% means no effect
#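 Readout: HTRF IL-2, Eu-cryptate/d2 antibody pair, 320nm excitation, 665nm emission. Stimulus: a-CD3 beads, no co-stimulation. Cells: primary human leukocytes. Exposure: 48 hr with compound.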
# ELG1 DNA repair – ELG1-dependent DNA repair inhibition | HEK293T ELG1-luciferase reporter, luminescence, 16 h; DNA damage induced by 5-fluorouridine | Potency, µM (series often up to 46.1 µM), inactives show at the highest dose activity change, negative = inhibition, actives largely listed as inhibitors | 330,000 tested, 2.3% active | AID 504467; further: potency means the concentration at half of the fitted maximal effect; on the % scale 0 is the no-effect control and ±100 the full control effect; nearly all actives have a fitted effect of over 55% in size
#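 Reporter activity after DNA damage by 5-fluorouridine is monitored. Compound-treated cells incubate 16 hr at 37 °C, then ONE-Glo is added for 30 min before luminescence reading.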
# Mito fusion yeast – mitochondrial division inhibition or fusion activation; S. cerevisiae fusion-defective mutant growth rescue, CellTiterGlo 48 h; Potency, µM (highest dose often 46.1 µM), without a hit: top-dose growth rescue (activation), actives largely listed as activators; 320,000 tested, 0.23% active;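 further: potency means the concentration at half of the fitted maximal effect; % of control where 0% means no effect; nearly all actives have a fitted effect of over 45% in size; temperature-sensitive fusion mutants such as fzo1-1 at 37 °C on non-fermentable ethanol glycerol medium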
#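 S. cerevisiae fusion-defective temperature-sensitive mutants (e.g. fzo1-1, mgm1-5) grown 48 h at 37C in YPEG (ethanol/glycerol non-fermentable) medium with 23 nl compound per well; growth rescue read as CellTiterGlo luminescence.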
# TSHR antagonist – human thyrotropin receptor antagonism | P16473 | TSHR-expressing cells, TSH-stimulated cAMP HTRF, 2 h; hits give low values | activity change, negative = inhibition, % at 11.5 µM | 330,000 tested, 0.2% active;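 active means activity change below a set negative limit, meaning inhibition stronger than a set level, cut at about -70% in these data; inconclusive means activity change between two set negative limits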; further: on the % scale 0 is the no-effect control and ±100 the full control effect
#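 Cell-based HTRF cAMP assay; TSHR cells + compound, TSH EC80 (4nM final), 2 h, 37 deg C. Lysis with anti-cAMP cryptate and cAMP-d2, 30 min RT, read 665/620 nm.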
# * hit, by the source's call; ? = inconclusive; / = not tested or not shown; [ ] = remark or other dose. Unless noted, the call rests on the fitted dose curve; in most records, active means well fitted curve in the direction sought with a large enough effect; inconclusive means small, poorly fitted or top-dose-only effect, or another doubt; inactive means no such curve, though single readings can be large; an effect the other way counts as inactive or inconclusive. The list is partial; rates above refer to the full screens.
SMILES,KCNH2 3.1 inh,A-T KAP1 phos,KCNH2 WT inh,Eya2 phos inh,TRPV1 ag,USP2a inh,TCR act,ELG1 DNA repair,Mito fusion yeast,TSHR antagonist
COc1ccc(N2CCN(C(=O)CCc3nnc4ccc(N5CCC(C)CC5)nn34)CC2)cc1,19,-10%,3,1%,2,0%,-3%,-9%,5%,-10
CSc1ccc(-c2nc3cnccn3c2Nc2ccc3c(c2)OCO3)cc1,5,/,5,-13%,-4,-4%,-40%,14%,0%,1
COc1ccccc1N1CCN(CC(=O)N2CCCC2)CC1,-10,-2%,-3,11%,-1,-1%,-1%,4%,3%,1
CCOc1ccccc1NC(=O)CCn1c(=O)oc2ccccc21,14,-1%,4,2%,/,1%,2%,0%,4%,3
CC1(C)C2CCC1(C)C(NC1=NCCC1)C2 (centres undefined),11,6%,18,20%,-1,1%,1%,1%,-2%,7
O=S(=O)(NCCn1ccc2ccccc21)c1ccccc1,7,-9%,-3,8%,7,0%,-2%,12%,1%,11
O=C(O)CC(NC(=O)Cc1ccc(Cl)cc1)c1ccco1 (centres undefined),3,-3%,-11,9%,-8,2%,/,?,10%,25
O=C(CSc1nnc(NC(=O)c2ccc(F)cc2)s1)NC1CC1,1,-2%,-5,3%,3,2%,2%,?,-15%,5
COc1ccc(OCCCC(=O)Nc2ccc3c(c2)OCCO3)cc1,0,/,-3,4%,-2,-1%,-5%,?,-22%,43
O=C(NCC1(c2ccccc2)CCCC1)c1ccco1,12,4%,0,-8%,8,3%,/,-12%,1%,-1
O=C(Nc1nnc(C2CC2)s1)c1cc(-c2ccccc2)nn1-c1ccccc1,2,-6%,-23,6%,2,-7%,12%,?,-1%,-13
CN(C)Cc1ccccc1Sc1ccccc1Br,-25,0%,3,5%,4,0%,7%[46.1 µM],-3%,-1%,7
Cc1cc2cc(CNC(=O)Nc3ccccc3)ccc2[nH]1,-20,-1%,/,-6%,11,0%,-49%,?,1%,-3
COc1cc2ccccc2cc1C(=O)NC1CCC(C)CC1 (centres undefined),-7,10%,-16,1%,/,2%,-2%,?,/,-16
Cn1nnnc1SCc1cccc2ccccc12,16,15%,6,9%,14,-6%,-11%,2%,5%,8
Cc1ccccc1C(=O)NCCCNC(=O)c1cnccn1,4,-10%,-27,-10%,0,0%,-7%,9%,-3%,/
COc1ccc(-c2[nH]ncc2CN2CCN(C(=O)c3cccs3)CC2)c(F)c1,-13,-3%,-4,5%,-3,-2%,6%,0%,1%,16
COc1cc(/C=C/C2=NNC(=O)CC2)cc(OC)c1OC,-1,0%,-3,-2%,1,0%,5%,?,4%,-5
O=C(NCc1ccccc1Cl)C1CCN(S(=O)(=O)N2CCCCC2)CC1,11,-2%,2,12%,22,5%,-2%,14%,-2%,-5
CCOc1ccc(N(Cc2ccc(OC)c(OC)c2)C(=O)c2ccco2)cc1,25,1%,1,-7%,15,5%,-1%,-2%,9%,-4
CC(C)(C)C1CCc2c(sc(NC(=O)C3CCCO3)c2C(N)=O)C1 (centres undefined),-8,3%,13,-19%,12,1%,4%,12%,-10%,-19
Cc1ccc(SCc2c(C(=O)N/N=C/c3ccncc3)nnn2-c2nonc2N)cc1,-12,-1%,-1,6%,?,2%,2%,13%,0%,-10
O=C(N/N=C/c1ccc([N+](=O)[O-])o1)c1ccc2c(c1)OCO2,2,0%,-1,-4%,?,0%,-4%,-4%,-8%,46
O=C(NCc1ccccc1CN1CCCC1)c1cccc(N2CCCC2=O)c1,2,0%,-4,-20%,1,2%,6%,?,0%,12
C=CCOC(=O)C1=C(C)NC(=O)NC1C1CC=CCC1 (centres undefined),-4,-4%,-7,25%[15.4 µM],1,3%,2%,-8%,0%,-3

# The last 3 compounds of the section before are carried over, then new ones follow:
SMILES,KCNH2 3.1 inh,A-T KAP1 phos,KCNH2 WT inh,Eya2 phos inh,TRPV1 ag,USP2a inh,TCR act,ELG1 DNA repair,Mito fusion yeast,TSHR antagonist
O=C(N/N=C/c1ccc([N+](=O)[O-])o1)c1ccc2c(c1)OCO2,2,0%,-1,-4%,?,0%,-4%,-4%,-8%,46
O=C(NCc1ccccc1CN1CCCC1)c1cccc(N2CCCC2=O)c1,2,0%,-4,-20%,1,2%,6%,?,0%,12
C=CCOC(=O)C1=C(C)NC(=O)NC1C1CC=CCC1 (centres undefined),-4,-4%,-7,25%[15.4 µM],1,3%,2%,-8%,0%,-3
O=C(CN(C(=O)CNC(=O)c1cccs1)c1ccccc1F)NC1CCCCC1,31,9%,-3,-12%,0,2%,0%,1%,-1%,-2
CC(C)(C)NC(=O)CN(C(=O)C1CSC(=O)C1)c1ccccc1F (centres undefined),-6,-2%,-5,11%,0,0%,4%,-6%,5%,8
C=CCNC(=O)COc1ccccc1C#N,-29,-2%,-6,-4%,-1,5%,10%,9%,19%,5
CCN(CC)CCCNC(=O)CSc1nc(C)cc(C)n1,9,8%,2,17%,0,0%,2%,-1%,-6%,-8
CCOC(=O)c1ccc(Nc2ncnc3c2cnn3C)cc1,2,-5%,-22,-10%,83*,2%,1%,-7%,-3%,-4
O=C(O)C1=NN(c2ccccc2)C(=O)CC1,-18,6%,-8,-8%,3,1%,7%,3%,-3%,1
N#CC1=C(N)Oc2n[nH]c(-c3cccnc3)c2C1c1ccc([N+](=O)[O-])o1 (centres undefined),6,-5%,-12,-15%,0,-1%,-3%,2%,8%,9
COc1ccc2[nH]c3c(c2c1)CCN1C(=O)C(CC(=O)NC(C)(C)C)C[C@H](C(=O)N2CCOCC2)[C@@]31CCC1CCCC1 (some centres undefined),16,10%,11,1%,/,0%,1%[46.1 µM],14%,/,18
Cc1cccc(NC(=O)COC(=O)Cc2c[nH]c3ccccc23)c1C,1,-5%,-3,1%,5,6%,2%[46.1 µM],-1%,5%,-2
c1ccc(Nc2ncnc3c2oc2ccccc23)cc1,3,/,0,/,81*,/,-7%,/,1%,/
O=C(NCC1CCCO1)C(c1ccc(F)cc1)N(CCCN1CCOCC1)C(=O)c1ccc(-c2ccccc2)[nH]1 (centres undefined),-29,0%,6,-2%,16,6%,-2%,-4%,3%,18
COc1ccc(-c2nn(-c3ccccc3)cc2/C=C(\C#N)S(=O)(=O)c2ccccc2)cc1OC,-12,-1%,-8,-4%,4,4%,-1%[46.1 µM],-23%,0%,5
Cc1ccc(-c2noc(CCC(=O)NCc3ccccc3CN3CCOCC3)n2)cc1,-9,4%,-2,-11%,4,-6%,-6%,?,4%,17
COc1ccc(C2NC(=O)NC3=C2C(=O)CCC3)cc1 (centres undefined),-27,-6%,-16,12%,-4,1%,6%,13%,3%,-10
Cc1ccc2[nH]cc(/C=C/c3cc[n+](C)cc3)c2c1,2,9%,-8,32%,12,?,4%,?,-9%,-10
Cc1ccc(NS(=O)(=O)c2ccc(C(=O)N3CCCC(C(F)(F)F)C3)cc2)cc1 (centres undefined),-9,-12%,2,-2%,19,-1%,-1%,-23%,3%,-6
Cc1ccc(C)c(S(=O)(=O)N2CCCCC2CCNC(=O)C(=O)NC2CCCC2)c1 (centres undefined),-24,3%,0,-35%,10,0%,-3%,?,16%,-10
Cc1cc(C)nc(SCC(=O)Nc2ccc(S(=O)(=O)NC(C)(C)C)cc2)n1,-8,-1%,0,6%,-2,-1%,-4%,?,3%,-5
Cc1ccc(CNC(=O)c2ccc(N3CCC4(CC3)CC(c3ccccc3)=NO4)c(N)c2)cc1,-7,-8%,9,-27%,-1,1%,4%,-4%,0%,7
O=S(=O)(CCN1CCN(c2ccccc2O)CC1)c1cc(Cl)ccc1Cl,8,1%,10,-14%,0,5%,3%,10%,6%,-10
COc1cc(C(=O)O)ccc1OCc1c(C)noc1C,-12,5%,-5,-16%,-1,7%,-1%,23%,-1%,-20
Cc1cc(C)c(C#N)c(SCCS(=O)(=O)Cc2ccc(Cl)cc2)n1,5,-2%,-5,6%,-17,1%,-6%,?,-4%,-6
O=C(COC(=O)c1ccccc1S(=O)(=O)N1CCCCC1)NCC(F)(F)F,7,0%,-5,-4%,19,0%,5%,9%,-1%,12
CN(N)C(=S)Nc1ccc(F)cc1,2,7%,-3,-9%,0,-3%,1%,-8%,-4%,-1
CCOc1ccc(CCNC(=O)C2CCN(S(=O)(=O)CC)CC2)cc1OCC,-6,0%,-22,24%,2,1%,4%,-6%,-1%,11
CCC(OC(=O)c1cccs1)C(=O)NCc1ccco1 (centres undefined),0,-8%,3,16%,5,-1%,-125%,?,-2%,9
O=P(c1ccccc1)(c1ccccc1)C1CCCO1 (centres undefined),-19,12%,-1,28%[15.4 µM],3,2%,-4%,4%,-1%,6
Cc1ccc2[nH]c3c(c2c1)CN(C(=O)CN(C)CC1OCCO1)CC3,0,2%,0,8%,11,1%,-6%,1%,-2%,3
